# bIAP act: increases bovine intestinal alkaline phosphatase activity. purified bovine IAP, CDP-star luminescence, 30 min; stronger effect = higher value; fold of DMSO-control signal, blank-subtracted. activation factor at 20 µM. 200,000 compounds, 0.17% hits. AID 1016;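 active = activation factor of 2 or more at 20 µM, a signal rise over negative controls twice the positive control's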
# NF-kB expr up: compounds increasing NF-kB expression in human neuronal cells; AID 1239; fold change at 12.5 µM; 190,000 compounds, 1.6% hits; NF-kB reporter expression; stronger effect = higher value; in the data active = fold change above about 3.3
# PMI act: increases human mannose-6-phosphate isomerase activity | P34949 | purified human PMI, coupled resazurin fluorescence, 20 min; stronger effect = higher value; 1 = vehicle control, 0 substrate-free wells | activation factor at 20 µM | 190,000 compounds, 0.005% hits;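 active = activation factor of 2 or more at 20 µM, relative to plate controls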
# Target sequence (P34949 whole entry, looked up): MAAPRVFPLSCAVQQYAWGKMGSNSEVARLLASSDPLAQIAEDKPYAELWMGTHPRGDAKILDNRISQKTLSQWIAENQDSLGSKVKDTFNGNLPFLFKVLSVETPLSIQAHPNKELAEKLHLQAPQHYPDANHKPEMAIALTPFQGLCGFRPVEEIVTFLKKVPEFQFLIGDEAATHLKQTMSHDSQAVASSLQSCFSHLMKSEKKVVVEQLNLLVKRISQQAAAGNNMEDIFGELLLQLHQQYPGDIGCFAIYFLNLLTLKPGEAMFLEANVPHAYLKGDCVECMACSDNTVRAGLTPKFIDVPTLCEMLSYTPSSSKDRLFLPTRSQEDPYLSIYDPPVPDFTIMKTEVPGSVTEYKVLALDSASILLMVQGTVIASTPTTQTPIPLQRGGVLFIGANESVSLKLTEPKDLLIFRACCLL
# APP 5'UTR act: activates APP 5'UTR luciferase reporter; SH-SY5Y APP 5'UTR luciferase reporter, luminescence; zero percent = DMSO vehicle wells; 190,000 compounds, 1% hits; activation, % at 2 µM;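 active = activation above a set limit, based on mean plus 3 SD of controls, cut at about 140% in these data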; note: values of inactives mirror those of a sister screen read the other way
# PMI act satM6P: activators of human phosphomannose isomerase at near-saturating mannose 6-phosphate; 190,000 compounds, 0.34% hits; activation factor at 20 µM; coupled PMI enzyme assay, resazurin fluorescence, 20 min; stronger effect = higher value; 1 = untreated enzyme, 0 = substrate-free blank; AID 1216;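 active = activation factor of 2 or more at 20 µM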
#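 Test system: human phosphomannose isomerase with PGI, G6PDH, diaphorase coupling enzymes; Amount: PMI at 15 ng/mL final; Reagent: Mannose-6-phosphate 1.0 mM (near-saturating) plus 0.22 mM NADP+; Timing: 20 min, room temperature; Technique: resorufin fluorescence at Ex 544/Em 590 nm; Dosing: 20 µM single dose.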
# TNAP inh noacc: blocks human TNAP activity with no phosphate acceptor present; purified TNAP, CDP-star luminescence, 30 min; inhibition, % at 20 µM; AID 1012; 200,000 compounds, 0.26% hits; P05186;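 active = tissue-nonspecific alkaline phosphatase inhibition above about 50% at 20 µM in the single-dose screen, limit read from the data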;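 note: 0% = DMSO negative control and 100% = EDTA positive control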
# Target sequence (P05186 whole entry, looked up): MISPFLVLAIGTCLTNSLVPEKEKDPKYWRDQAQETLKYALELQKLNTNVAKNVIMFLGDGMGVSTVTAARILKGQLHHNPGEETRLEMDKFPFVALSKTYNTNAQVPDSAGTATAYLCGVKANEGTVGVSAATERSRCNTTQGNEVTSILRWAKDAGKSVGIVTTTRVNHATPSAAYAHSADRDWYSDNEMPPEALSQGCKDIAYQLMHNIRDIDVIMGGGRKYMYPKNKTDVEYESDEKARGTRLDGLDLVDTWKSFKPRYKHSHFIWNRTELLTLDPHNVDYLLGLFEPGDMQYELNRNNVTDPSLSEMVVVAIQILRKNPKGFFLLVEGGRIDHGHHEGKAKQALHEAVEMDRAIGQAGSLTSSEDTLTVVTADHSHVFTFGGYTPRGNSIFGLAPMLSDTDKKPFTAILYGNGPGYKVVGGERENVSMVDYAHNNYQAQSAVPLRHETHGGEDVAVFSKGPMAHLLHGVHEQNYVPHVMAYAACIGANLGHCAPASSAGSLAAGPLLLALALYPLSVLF
# FLuc act counter: firefly luciferase counter-screen for stimulation assays. P08659. ATPlite luciferase biochemical, luminescence, 10 min; 0 = ATP-free wells, 1 = DMSO control. activation factor at 10 µM. 200,000 tested, under 10 active. AID 1027;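 active = luciferase activation factor, scaled between plate controls, of at least 2 with compound at 10 µM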
#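 Assay system: Luciferase/luciferin detection reagent, cell-free biochemical luciferase assay / Also added: ATP substrate / Schedule: 10 min at ambient temperature / Measured by: luminescence measurement of luciferase light output / Benchmarks: low control with PBS replacing ATP, high control enzyme plus ATP without compound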
# TNAP inh hi DEA: blocks human TNAP under high phosphate acceptor concentration; inhibition, % at 20 µM; purified TNAP, CDP-star luminescence, 1 M DEA; P05186; 200,000 compounds, 0.03% hits;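 active = over 50% inhibition of tissue-nonspecific alkaline phosphatase at 20 µM in the single-dose screen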;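 note: plate controls were DMSO wells for no effect and EDTA-quenched wells as full inhibition for full effect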
# TNAP act hiacc: increases human TNAP activity under high phosphate acceptor concentration; activation factor at 20 µM; purified TNAP, CDP-star luminescence, 1 M DEA, 30 min; stronger effect = higher value; 0 = EDTA background, 1 = DMSO-only activity; P05186; 200,000 tested, under 10 active;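 active = activation factor at least 2 at 20 µM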
#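 Measured by: Luminescent substrate turnover signal | Test system: Human TNAP | Input: TNAP 1/800 final | Dosing: 20 µM single point | Schedule: 30 min, room temperature | Controls: EDTA wells as negative control, DMSO wells as positive control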
# FLuc inh counter: inhibits firefly luciferase, flagging false hits in luciferase inhibition screens; P08659; ATPLite firefly luciferase biochemical luminescence, 10 min; 200,000 compounds, 1.5% hits; inhibition, % at 10 µM;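 active = inhibition above about 50% when tested at 10 µM, limit read from the data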
# The depositor's hits bear a star; . = no result given.
# The line under a structure holds: TNAP inh noacc	TNAP act hiacc	bIAP act	TNAP inh hi DEA	FLuc act counter	APP 5'UTR act	FLuc inh counter	PMI act	NF-kB expr up	PMI act satM6P
C/C(=N/NC(=O)CNC(=O)c1ccccn1)c1ccc([N+](=O)[O-])cc1
  -4	1	1	-3	1	5	-1	1.1	0.77	1.2
C=CCSc1nnc(CNC(=O)c2ccc(Cl)cc2)n1CC
  -5	1	0.9	-1	1.1	5	-7	1	1.6	1
Cc1ccc(NC(=S)NC2CCCC2)cc1C
  -6	1	1	4	1	12	0	0.8	1.4	0.9
COC(=O)CN(n1cnnc1)S(=O)(=O)c1ccccc1
  -8	1	1	-4	1	2	-5	1.1	1	1.1
Cc1ccc2cc3c(N)c4c(C)ccc(C)c4nc3nc2c1
  -16	1	0.9	-2	1	-56	-4	1.2	1	1.2
O=C(O)C1CCCCC1C(=O)NCc1ccccc1 (stereo not given)
  9	1	1	-2	1	3	-4	1	0.99	1
N#CCC(=O)Nc1ccc(C(=O)OCC(=O)Nc2cccc(C(F)(F)F)c2)cc1
  -10	1	1	-2	1.1	0	-5	1	1.1	1
CCOC(=O)C1=C(C)Nc2nc3ccccc3n2C1c1cccs1 (stereo not given)
  57*	1	1	-3	1.1	-7	-8	0.9	1	1
O=C(COC(=O)c1cccc(S(=O)(=O)N2CCc3ccccc32)c1)Nc1ncc(C(F)(F)F)cc1Cl
  10	1	1.5	-1	1.1	-4	-8	0.9	0.88	0.9
COc1ccccc1N1CC(C(=O)OC(C)C(=O)N2CCCc3ccccc32)CC1=O (stereo not given)
  -16	1.1	1.1	-8	1	-1	-4	1	0.71	1
O=c1cc(CO)oc(CN2CCN(c3ccccc3)CC2)c1O
  -4	1	1	3	1.1	11	-6	0.9	1.1	0.8
CCN(CC)c1ncnc2sc(C(=O)N3CCN(c4ccc(OC)cc4)CC3)c(C)c12
  -10	1	1	-2	1	19	-4	0.9	0.84	1
Cc1ccc(-c2nnc(-n3nnc4ccccc43)c3ccccc23)cc1
  -8	1	1	-2	1	8	1	1	1.2	1.1
COC(=O)c1[nH]c2ccc(C)cc2c1NC(=O)C(C)N1CCN(C2CCCCC2)CC1 (stereo not given)
  -9	1.1	1	-5	1	-2	-4	0.9	0.6	0.9
CCCCOc1ccc(C(=O)NCC(=O)OC2CCOC2=O)cc1 (stereo not given)
  -14	1	0.9	-1	1.1	6	-6	1	1.5	1.1

# Among those listed so far, these have a thiophene ring, fused or not.
# The line under a structure holds: TNAP inh noacc	TNAP act hiacc	bIAP act	TNAP inh hi DEA	FLuc act counter	APP 5'UTR act	FLuc inh counter	PMI act	NF-kB expr up	PMI act satM6P
CCOC(=O)C1=C(C)Nc2nc3ccccc3n2C1c1cccs1 (stereo not given)
  57*	1	1	-3	1.1	-7	-8	0.9	1	1
CCN(CC)c1ncnc2sc(C(=O)N3CCN(c4ccc(OC)cc4)CC3)c(C)c12
  -10	1	1	-2	1	19	-4	0.9	0.84	1

# Next part
# The line under a structure holds: TNAP inh noacc	TNAP act hiacc	bIAP act	TNAP inh hi DEA	FLuc act counter	APP 5'UTR act	FLuc inh counter	PMI act	NF-kB expr up	PMI act satM6P
CCCOc1ccc(C(=O)CCC(=O)OCC(=O)Nc2cc(C)on2)cc1
  -2	1	1.1	2	1	15	3	0.9	1.1	0.9
Cc1ccc(NS(=O)(=O)c2cc(C(=O)N3CCCC3)ccc2C)cc1C
  -11	1	1.1	-2	1.1	13	-7	1	1.2	1
O=C(CCCn1c(=O)[nH]c2cc(Cl)ccc2c1=O)NCC1CCCO1 (stereo not given)
  -5	1	0.9	0	1.1	2	-6	1	1	1.1
COc1ccc(Nc2nccc3c2nnn3C)cc1
  -15	1.1	0.9	-9	0.8	137*	17	1.1	2.6	1
COc1cc(/C=C2/C(=O)CNC2=O)ccc1O
  41	0.5	0.5	47	1	-3	-3	0.9	1.1	0.7
CCC1CCc2c(n(C)c3ccccc3c2=O)O1 (stereo not given)
  -5	1	1	0	1	-6	0	1	1.5	1
O=C(c1cc2c(=O)oc3ccccc3c2s1)N1CCOCC1
  -13	1	0.8	0	1	18	-4	0.9	1.5	0.9
CCn1nnc(C(=O)O)c1C(=O)O
  -3	1	0.9	-2	1.1	-7	-7	1	1.4	1
O=C(COC(=O)c1ccc(=O)n(Cc2ccccc2)n1)Nc1ccc2c(c1)OCCO2
  -7	1	1	-1	1	2	-5	0.9	1.4	1
CSc1nc2cc(F)c(F)cc2n1C
  -6	1.1	0.9	-6	1.1	2	-8	1.2	1.1	1.2
CCOC(=O)Cc1csc(NC(NC(=O)CC)(C(F)(F)F)C(F)(F)F)n1
  -17	1.1	1	-6	1.1	-1	-5	1.1	1	1.1
CCOC(=O)c1sc(N)c(C#N)c1CSc1nc2ccc(OCC)cc2[nH]1
  -13	1	1	-2	1	15	-4	0.9	0.79	0.8
NC(=O)c1cccc(N=Cc2cc(Cl)cc(Cl)c2O)c1
  -7	1	1.1	-3	1	16	-2	0.9	1.3	0.4
CCCCCCCC(=O)NC(Nc1ccc(S(N)(=O)=O)cc1)C(Cl)(Cl)Cl (stereo not given)
  -5	1.1	0.7	-6	1	-2	-3	0.8	0.66	0.8
CCn1c(N2CCN(CC(=O)c3ccc(OC)cc3)CC2)nc2ccccc21
  7	0.8	1.1	21	1	-1	-3	1.1	0.98	1.1

# 3 compounds from above, limited to bIAP act, FLuc inh counter and NF-kB expr up.
Compound	bIAP act	FLuc inh counter	NF-kB expr up
COc1cc(/C=C2/C(=O)CNC2=O)ccc1O	0.5	-3	1.1
O=C(c1cc2c(=O)oc3ccccc3c2s1)N1CCOCC1	0.8	-4	1.5
Cc1ccc(NS(=O)(=O)c2cc(C(=O)N3CCCC3)ccc2C)cc1C	1.1	-7	1.2

# The list continues:
# The line under a structure holds: TNAP inh noacc	TNAP act hiacc	bIAP act	TNAP inh hi DEA	FLuc act counter	APP 5'UTR act	FLuc inh counter	PMI act	NF-kB expr up	PMI act satM6P
COc1cc(C(=O)OCC(=O)NC2CCS(=O)(=O)C2)ccc1OCc1c(C)noc1C (stereo not given)
  -7	1	1	1	1	-6	-2	0.9	1.1	1.1
CS(=O)(=O)N1CCCC(C(=O)Nc2ccc(Br)cc2F)C1 (stereo not given)
  -6	1	1.1	-1	1	-1	4	1	1	1
O=P(c1cccs1)(c1cccs1)c1cccs1
  2	1	0.9	-4	1	0	-3	1.1	0.85	1
CC12C=CC3(CN(Cc4ccccc4)C(=O)C3C1C(=O)NC1CC1)O2 (stereo not given)
  -9	1.1	1	-7	1	4	-2	1	1.1	1
NNC(=O)CNC(c1ccccc1)c1cc(Br)ccc1NC(=O)c1ccccc1Br (stereo not given)
  -1	1.1	1.1	-5	1	18	-2	1	1.1	0.9
CC1=NN(c2nc(-c3ccc(C#N)cc3)cs2)C(=O)C1
  -7	1	1.3	-2	0.9	1	7	1.1	0.77	1.1
CCC(=O)c1ccc(O)c(CC=C(C)C)c1
  -6	1	0.9	-3	1	-8	-3	0.9	0.76	0.9
Cc1cccc2sc(NNC(=O)c3ccc(S(=O)(=O)N4CCc5ccccc5C4)cc3)nc12
  0	1	0.9	0	1	-20	-4	1.7	1.1	2.1*
O=S(=O)(CC(CN1CCOCC1)N1CCOCC1)c1ccccc1 (stereo not given)
  4	1	1	2	1	17	-3	1.1	0.93	1.1
Cc1cc(S(=O)(=O)N(Cc2ccccc2F)C2CC2)ccc1-n1cnnn1
  -2	1	1	2	1	3	-4	0.9	1.1	0.9
COCCNC(=O)c1ccc(CN2CCc3ccccc3C2)cc1
  -5	1	1	-4	1	22	-2	1.1	1.1	1.1
O=C(CSc1cccs1)Nc1ccc2ccccc2c1
  -5	1	0.8	-5	1	71	2	0.9	2.1	0.9
C=CCn1c(=NC(=O)C2CCCCC2)sc2cc(NC(C)=O)ccc21
  11	1	0.9	0	1	-6	-3	0.9	1.1	0.9
Cc1ccc2oc(=O)c3cc(C(=O)NCc4ccco4)sc3c2c1
  -9	1	1	-3	1.1	.	-6	1	1	0.9
COc1ccccc1NS(=O)(=O)c1cccc(C(=O)N/N=C(\C)c2ccc(-n3ccnc3)cc2)c1
  -14	0.9	1.2	9	1	.	-3	0.9	0.68	1
CSCCC(C(=O)OC1CCOC1=O)N1C(=O)c2ccccc2C1=O (stereo not given)
  -7	1	0.9	1	1	0	-3	1	1.1	1
COc1ccc2sc(NC(C)=O)nc2c1
  -7	1	0.9	-1	0.9	103	8	0.9	2.4	0.9
Cc1cccc(C(P(=O)(c2ccccc2)c2ccccc2)P(=O)(c2ccccc2)c2ccccc2)n1
  -15	1	1	-1	1.1	12	-8	1	1.3	1
CCC(c1nnnn1Cc1ccc(F)cc1)N(CCCO)Cc1cc2cc3c(cc2[nH]c1=O)OCO3 (stereo not given)
  -14	1.1	1	-8	1.1	6	-6	1	1.1	0.9
c1cc2c(cn1)cnc1cscc12
  -5	1	0.9	-4	1	14	0	1	1	0.9
CCN(CC)CCOC(=O)c1cccc(Cl)c1
  -7	1	1	-1	1	2	-3	1	1.1	1
O=C(NCc1ccc(Cl)cc1)C1CCC(CNc2c(N3CCCCC3)c(=O)c2=O)CC1 (stereo not given)
  -8	1	0.9	-4	1.2	-16	-15	1	0.91	1.1
Cc1nn(-c2ccc(F)cc2)c2sc(C(=O)OCC(=O)N3CCC(C)CC3)cc12
  -5	1	1	-3	1	-6	0	0.8	1	0.9
Cc1ccc(-c2ccnc(-c3ccc(O)cc3)n2)cc1
  -3	1.1	1	-8	1	44	0	1.2	1.5	1.2
CC(C)(C)S(=O)(=O)c1cnc2c(-c3ccc(F)cc3)cnn2c1N
  -8	1	0.9	-3	1.1	7	-6	0.9	1.3	0.9
O=c1c(-c2ccc(O)cc2)coc2cc(OC3OC(CO)C(O)C(O)C3O)ccc12 (stereo not given)
  -10	1.1	0.9	-6	1	37	3	1.1	2	1.1
COc1ccc(/C=C(\C#N)C(=O)NCc2cccnc2)cc1OC
  -2	1	0.9	-2	1.1	-38	-7	1	1	0.9
Cc1ccccc1NC(=O)COC(=O)/C=C/c1cn(-c2ccccc2)nc1-c1cccnc1
  0	1	1.2	-2	1	9	1	0.9	0.82	0.7
COc1cc(C(=O)NC2=NCCS2)cc(OC)c1OC
  -9	1	0.9	-4	1.1	-4	-6	0.9	1.2	0.9
Cc1ccc(NC(=S)N(Cc2cccs2)Cc2cc3cccc(C)c3[nH]c2=O)cc1
  -1	1	0.9	4	1.1	8	-7	0.9	0.95	1
CCOc1ccccc1NC(=O)C12CC3CC(C1)CC(c1ccc(C)cc1)(C3)C2
  -8	1	0.8	0	1	-7	-4	0.9	0.99	0.9
CC(C)(C)n1cnc2cc(NS(=O)(=O)c3ccc(Br)cc3)ccc21
  -14	1	1.3	-4	1	-10	-4	1	0.73	1.1
O=C1Nc2ccccc2C(O)(C(=O)NC2CC2)N1c1ccc(Cl)c(Cl)c1 (stereo not given)
  -6	1	1	-2	1	24	-3	1	0.86	1
CC(C)(C)c1ccc(C(=O)NCc2nnc(SCC(=O)N3CCCc4ccccc43)n2-c2ccccc2)cc1
  -16	1.1	1.4	-6	1	-4	-2	1	0.59	1

# Screens deposited in PubChem BioAssay by several laboratories.
